# From PubChem
# FXIa inh: factor XIa (human) inhibition; purified FXIa, Boc-Glu-Ala-Arg-AMC fluorogenic substrate; actives 0.14% (n = 220,000); inhibition, % at 5 µM; P03951;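 active means inhibition of at least 40%; inactive means inhibition below 40%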;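 further: fluorescence of freed AMC excited at 355 nm; 0% = enzyme without compound and 100% = no enzyme blank; many of its hits are not listed in these tables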
# FXIIa inh 1536: factor XIIa (human) inhibition | actives 0.3% (n = 220,000) | inhibition, % at 5 µM | purified FXIIa, Boc-QGR-AMC fluorogenic substrate, 2 h | P00748; in the data active means inhibition above about 40%;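 further: 0% = enzyme with no compound and 100% = blank without enzyme; many of its hits are not listed in these tables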
# KCC2 mod: KCC2 (human) Cl- transport modulation; AID 1456; actives 2.2% (n = 190,000); Q9H2X9; KCC2 cells, thallium flux FluoZin-2 fluorescence; B-score of Tl+ flux slope (higher = more flux/activation; lower = inhibition) at 10 µM;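 active means thallium flux slope and its plate-corrected score both differing from the plate sample mean at a set confidence after two filtering rounds, in either direction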;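 further: slope of fluorescence scaled to starting intensity during 10 to 20 s after thallium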
# hK5 inh: inhibitors of human kallikrein 5 | recombinant hK5, fluorogenic AMC substrate cleavage | inhibition, % at 5 µM | actives 0.59% (n = 210,000) | AID 873;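 active means inhibition of 40% or more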;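 further: 0% = enzyme controls without compound and 100% = no-enzyme blanks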
# m-calpain inh: inhibitors of pig calpain II; inhibition, % at 16 µM; actives 0.37% (n = 220,000); purified calpain II, fluorogenic peptide substrate, 30 min;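 active means inhibition above about 50%, limit read from the data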
# thrombin 1536: blocks human thrombin protease activity; P00734; alpha-thrombin, Boc-VPR-AMC fluorogenic substrate cleavage; inhibition, % at 5 µM; actives 0.26% (n = 220,000); AID 1046;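 active means inhibition at or above 40%; inactive means inhibition below 40%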;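 further: 0% = enzyme with no compound and 100% = wells without enzyme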
#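 System – human alpha-thrombin protein · Reagent – Boc-VPR-AMC substrate, 15 µM final · Compound – 5 µM single dose in 0.2% DMSO · Schedule – reaction at room temperature · Technique – AMC fluorescence at 355 nm excitation and 460 nm emission · Read-out basis – % inhibition relative to enzyme controls and enzyme-free blanks · Control set – no-compound enzyme wells and no-enzyme blanks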
# Furin inhibitor: human furin inhibition; AID 463115; inhibition, % at 30 µM; purified furin, fluorogenic substrate cleavage; actives 0.061% (n = 220,000); in the data active means inhibition above about 25%; further: inactives centre near -15
# PERK inhibitor: inhibitors of human PERK kinase | Q9NZJ5 | CHO PERK-DD fusion, SEAP luminescence translation reporter | inhibition, % at 5.6 µM | actives 0.17% (n = 220,000) | AID 1416;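 active means inhibition above the mean inhibition of all tested compounds plus 3 SD, set separately per screening campaign, cut at about 2.9% in these data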;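 further: PERK kinase domain activated by AP20187 dimerizer at 100 nM; 0% = DMSO with dimerizer and 100% = rapamycin at 8.4 µM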
# Target sequence (Q9NZJ5 whole entry, looked up, the tested form may be a part): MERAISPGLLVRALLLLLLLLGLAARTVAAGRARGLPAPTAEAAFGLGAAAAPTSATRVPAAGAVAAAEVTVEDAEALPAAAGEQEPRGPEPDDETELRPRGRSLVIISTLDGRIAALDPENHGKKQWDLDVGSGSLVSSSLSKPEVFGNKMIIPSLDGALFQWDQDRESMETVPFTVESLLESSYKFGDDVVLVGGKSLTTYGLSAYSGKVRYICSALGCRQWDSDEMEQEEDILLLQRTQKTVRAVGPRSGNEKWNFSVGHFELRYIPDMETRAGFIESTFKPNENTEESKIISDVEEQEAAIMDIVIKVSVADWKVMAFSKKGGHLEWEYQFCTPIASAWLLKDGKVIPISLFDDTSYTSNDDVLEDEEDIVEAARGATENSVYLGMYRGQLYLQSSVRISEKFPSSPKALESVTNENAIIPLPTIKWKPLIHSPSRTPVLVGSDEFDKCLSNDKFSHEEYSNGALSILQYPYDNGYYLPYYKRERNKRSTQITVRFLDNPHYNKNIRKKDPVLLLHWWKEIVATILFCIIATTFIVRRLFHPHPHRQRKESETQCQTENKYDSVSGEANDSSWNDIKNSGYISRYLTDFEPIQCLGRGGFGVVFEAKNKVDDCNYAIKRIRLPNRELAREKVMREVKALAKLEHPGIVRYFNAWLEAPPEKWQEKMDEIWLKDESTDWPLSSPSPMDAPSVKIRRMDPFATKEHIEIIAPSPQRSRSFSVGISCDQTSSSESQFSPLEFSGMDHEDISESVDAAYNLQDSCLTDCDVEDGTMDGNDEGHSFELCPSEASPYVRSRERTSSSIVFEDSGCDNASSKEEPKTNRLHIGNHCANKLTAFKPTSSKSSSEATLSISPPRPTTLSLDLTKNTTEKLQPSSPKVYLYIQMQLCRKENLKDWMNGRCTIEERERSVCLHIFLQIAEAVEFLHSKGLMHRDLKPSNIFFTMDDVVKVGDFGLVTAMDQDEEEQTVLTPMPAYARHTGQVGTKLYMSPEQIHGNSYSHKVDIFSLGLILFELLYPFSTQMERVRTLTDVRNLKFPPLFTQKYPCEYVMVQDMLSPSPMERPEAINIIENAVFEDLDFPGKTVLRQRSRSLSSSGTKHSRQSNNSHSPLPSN
# Rad51 HR inh: Rad51 (human) homologous recombination inhibition; hRad51 DNA strand exchange, fluorescence dequenching; inhibition, % at 10 µM; actives 0.085% (n = 200,000);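 active means inhibition above 40% at the single screening dose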;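 further: 0% = DMSO control wells and 100% = blanks with heterologous ssDNA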
#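 Read-out basis: percent inhibition relative to plate controls and blanks / Assay system: human Rad51 nucleoprotein filaments preassembled on unlabelled ssDNA / Timing: filaments 15 min 37 °C, then compound 30 min / Control set: per-plate controls and blanks / Technique: fluorescence dequenching at 485/520 nm / Compound: 10 µM final, single point / Also added: Fluorescein- and BHQ1-tagged 47-mer duplex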
# Active calls of the source: *; i = inactive; x = no result given; [ ] = another dose, or the depositor's remark. The list is partial; rates above refer to the full screens.
# Value order – FXIa inh	FXIIa inh 1536	KCC2 mod	hK5 inh	m-calpain inh	thrombin 1536	Furin inhibitor	PERK inhibitor	Rad51 HR inh
CC(=O)Nc1ccc(CN2CCCC(C(=O)c3ccc(C(F)(F)F)cc3)C2)cc1 (stereo unspecified)
  1	5	0.11	x	15	1	2	1.7	x
O=C(Cc1c(Cl)cccc1Cl)NCCc1ccc(Cl)cc1
  -8	-1	-0.01	-15	-13	-6	-15	1.2	0
O=S(=O)(NCCC(c1ccc(F)cc1)c1ccco1)c1ccccc1 (stereo unspecified)
  -3	4	-1.1	6	11	-9	2	-0.4	1
CC1=NN(c2ccc([N+](=O)[O-])cc2)C(c2ccccc2)C1 (stereo unspecified)
  -3	6	-0.16	0	-24	12	-28	0.3	-30
CCn1c(SCC(=O)N2CCCCC2)nnc1-c1ccc(S(=O)(=O)N2CCN(C)CC2)cc1
  -3	6	1.1	3	-22	-4	-22	1.1	-7
O=c1[nH]c(-c2ccc(Cl)cc2)cs1
  -5	10	-0.58	2	-1	4	-17	1.4	6
COC(=O)c1sc2nc(C)cc(C)c2c1N
  1	6	-0.0058	0	i	0	-19	2.2	26
O=C(c1sc2cc(F)ccc2c1Cl)N1CCN(c2ccccc2)CC1
  -8	-3	-0.78	-10	27	-6	-1	0.1	11
CC(=O)Nc1ccc(/C=N/NC(=O)c2cccs2)cc1
  1	14	1.4	6	-9	-2	2	1.6	-12
COc1ccc(NC(=S)N2CCCC2)cc1
  -9	0	-0.079	-21	21	-9	-18	-0.2	x
CC1(C)CC(=O)C(N=Nc2ccc(S(=O)(=O)N3CCOCC3)cc2)=C(O)C1
  -1	-1	-0.013	-3	14	-14	-3	0.1	x
COc1ccc(/C=C(\NC(=O)c2ccc(OC)cc2)C(=O)NC(CCSC)C(=O)O)cc1 (stereo unspecified)
  -2	8	-0.81	-4	14	0	-16[20 µM]	0.8	4
O=C(NCc1cccnc1)c1ccc2c(c1)OCO2
  6	19	0.75	3	-5	2	-16	-0.1	-2
COC(=O)c1cc(=O)nc2sc(-c3cccs3)nn12
  7	14	0.0047	-1	-200	3	-26[20 µM]	1.0	4
CN(C)c1ccc(C(=O)Nc2ccc(CN3CCS(=O)(=O)CC3)cc2)cc1
  0	9	0.035	1	-19	0	-11	-0.9	-4
C=CCn1c(SCc2ccc(F)cc2)nnc1-c1sc2nc(C)cc(C)c2c1N
  -4	-4	-1.8	-22	-72	-14	-32	0.3	5
O=C(CN1CCOCC1)n1c2ccccc2c2ccccc21
  0	13	-0.27	-7	15	3	-28	1.1	8
Cc1cc2oc3c(c(=O)c2cc1C)C(c1ccc(F)cc1)N(CCCN1CCOCC1)C3=O (stereo unspecified)
  3	12	0.047	-10	-46	0	8	-0.9	11
CC(C)n1c(SCC(=O)N2CCN(C(=O)c3ccco3)CC2)nc2c1c(=O)n(C)c(=O)n2C
  -5	14	0.2	29	2	-1	-28	-0.3	3
Cc1ccc2oc(=O)cc(CN3CCC(C)CC3)c2c1
  -7	9	-0.97	0	16	-6	-10	-0.7	0

# For reference, 3 of the compounds above:
# Value order – FXIa inh	FXIIa inh 1536	KCC2 mod	hK5 inh	m-calpain inh	thrombin 1536	Furin inhibitor	PERK inhibitor	Rad51 HR inh
Cc1cc2oc3c(c(=O)c2cc1C)C(c1ccc(F)cc1)N(CCCN1CCOCC1)C3=O (stereo unspecified)
  3	12	0.047	-10	-46	0	8	-0.9	11
CC(C)n1c(SCC(=O)N2CCN(C(=O)c3ccco3)CC2)nc2c1c(=O)n(C)c(=O)n2C
  -5	14	0.2	29	2	-1	-28	-0.3	3
Cc1ccc2oc(=O)cc(CN3CCC(C)CC3)c2c1
  -7	9	-0.97	0	16	-6	-10	-0.7	0

# Later entries:
# Value order – FXIa inh	FXIIa inh 1536	KCC2 mod	hK5 inh	m-calpain inh	thrombin 1536	Furin inhibitor	PERK inhibitor	Rad51 HR inh
CSc1nc(C)cc(-n2cc(F)c(=O)[nH]c2=O)n1
  4	14	-0.054	3	9	4	-24	0.8	-1
Cc1nc(NC(=O)COC(=O)CCc2nc3ccccc3s2)c(Cl)cc1Cl
  6	14	0.022	-4	4	-4	-7	0.3	-4
Nc1ccccc1C(=O)/C=C/c1ccc2c(c1)OCO2
  4	7	-0.029	0	8	-1	5	1.0	-3
O=C(O)COc1ccc(S(=O)(=O)c2ccc(OCC(=O)O)cc2)cc1
  2	16	0.57	19	29	-6	-19	0.6	x
Cc1ccc(SCC2(O)CCN(C(=O)c3ccc(Cl)cc3)CC2)cc1
  6	19	0.039	-20	-3	4	-10	0.2	-4
COc1ccccc1-c1coc2cc(OC(=O)N3CCOCC3)ccc2c1=O
  -3	-1	0.4	-2	-5	-6	-3	-0.3	20
O=C(NCc1ccccc1Cl)c1cnccc1C(F)(F)F
  -9	3	-0.19	-3	-20	-7	-13	0.5	0
CCOC(=O)CNc1nc(Cl)nc(NC(C)(C)C)n1
  -4	-2	0.12	-5	-1	-13	-22	0.4	-3
CC(C)CNc1nc(N)c([N+](=O)[O-])c(NCC2CCCO2)n1 (stereo unspecified)
  9	12	-0.13	-12	22	-2	4	-0.1	6
O=C1c2[nH]nc(-c3ccccc3O)c2C(c2cccc(Cl)c2)N1CC1CCCO1 (stereo unspecified)
  -1	1	x	-2	-37	-10	-4	0.1	x
O=C(c1ccccc1)c1ccc2nc(Nc3ccccc3)c3nncn3c2c1
  -1	9	-0.18	-1	-11	-3	-20	-1.6	-17
Cc1occc1C(=O)NNC(=O)Cc1ccccc1
  -7	-6	-0.12	-3	-15	-1	-30[20 µM]	-0.1	0
Cc1nn(-c2ccccc2)c(C)c1C(=O)NCc1ccc(F)cc1
  6	9	-0.038	-4	0	-3	-30	0.5	11
Cc1ccc(N(Cc2ccco2)C(=O)c2cccc(S(=O)(=O)N(C)C)c2)cc1
  0	25	-0.11	-22	-46	-7	9[20 µM]	-1.1	4
Cc1cc(NC(=O)CSc2ncn(-c3ccccc3)n2)no1
  -9	9	-0.43	-4	23	-7	-21	0.3	12
Cc1ccc(NC(=S)NNC(=O)CCn2cc(C)cn2)cc1
  -3	9	-0.41	-2	-17	-6	-17[20 µM]	1.3	11
COc1ccccc1N1CCc2c(C)nc3c(OC)cccc3c21
  7	19	0.13	-18	i	-1	-14[20 µM]	-1.2	0
O=C(CCn1c(=O)c2sccc2n(CC(=O)OCc2ccccc2)c1=O)NCc1ccccc1
  -1	14	x	-10	-17	5	-22[20 µM]	1.7	1
CCOC(=O)c1cc[n+](CC(=O)c2ccc(F)cc2)cc1
  4	12	2.6	-1	-2	1	-8	0.8	7
COc1cc(OC)cc(C(=O)NNc2nc3cc4c(cc3s2)OCO4)c1
  6	10	2.1	-25	-3	1	-2	1.1	10
CC1(C)CNC(=O)c2sc(NC(=O)c3ccccc3)nc2C1
  -3	-7	0.056	-6	-22	-7	-13	-0.1	2
O=C(Cc1ccc(F)cc1)N1CCC(N2CCC(C(=O)N3CCOCC3)CC2)CC1
  -5	2	0.16	-5	7	-12	-28	0.8	1
COCCn1nnnc1C(c1cc2cc(C)cc(C)c2[nH]c1=O)N1CCN(c2ccccc2F)CC1 (stereo unspecified)
  0	-1	0.36	3	-52	-3	-5[20 µM]	0.3	-2
C#CCOCCOCCOCCNc1nc(N2CCN(C(=O)[C@H](Cc3ccc(O)cc3)n3cc(CCO)nn3)CC2)nc(N2CCN(C(=O)[C@H](Cc3ccc(O)cc3)n3cc(CCO)nn3)CC2)n1
  21	20	0.88	8	-66	1	-17	1.3	x
O=C(Nc1cc(F)c(Br)cc1F)c1ccc(Cl)cc1
  3	7	0.32	1	-29	2	-25	0.7	18
Cn1c(=O)cc(SCC(=O)NCCCN2CCOCC2)c2ccccc21
  3	15	0.11	-7	12	2	-18	1.4	4
CC(=O)c1csc(CS(=O)(=O)c2ccccn2)n1
  2	7	-0.61	3	-18	-1	-20	0.0	3
O=C(NC1CCSC1=O)c1ccc(Oc2cccc(C(F)(F)F)c2)nc1 (stereo unspecified)
  2	13	-0.52	4	4	3	-18	0.3	-8
Cc1cc(C)c(NC(=O)CSc2nnc(-c3ccncc3)n2Cc2ccco2)c(C)c1
  -17	14	-0.11	10	-16	1	-17[20 µM]	-0.4	-7
N#C/C(=C/c1ccco1)C(N)=S
  -8	-5	-0.015	-9	19	-8	-7	1.8	3
O=C(NC(=S)N1CCCCC1)c1cccs1
  8	14	0.56	-19	0	2	-8	1.3	7
CC(NC(=O)c1ccc([N+](=O)[O-])cc1[N+](=O)[O-])c1ccc(-c2ccccc2)cc1 (stereo unspecified)
  15	11	0.2	-12	20	-2	-9	0.7	15
Cc1ccc(NC(=O)CCN2C(=O)CSC2=O)cc1
  6	10	-0.42	-30	-2	-3	-14[20 µM]	0.9	-5
C=CCNC(=O)Nc1ccc(F)cc1F
  9	5	0.57	4	11	-4	-24	3.4*	-3
CC(C(=O)Nc1sccc1C(N)=O)N1C(=O)C2CC=CCC2C1=O (stereo unspecified)
  -4	-4	1.9	9	2	-1	1	-0.6	-12
O=C(NC1CC1)C1C2C3C4CC5C3C5C4C12 (stereo unspecified)
  9	11	-0.39	-2	3	5	-20	0.1	-10
CCOC(=O)C1CCN(C(=O)COc2ccc(Br)cc2Br)CC1
  0	8	-0.026	2	31	-2	-20	1.0	-1
CCOC(=O)c1ccc(N=c2sc(C(=O)OC)cc(=O)n2C2CC2)cc1
  -2	-3	0.61	-2	17	0	-15	3.1*	-10
Cc1ccc2cccc(NC(=S)NC(=O)c3ccn(C)n3)c2n1
  0	8	x	-13	-10	-6	-6[20 µM]	-1.1	2
Cc1c(NC(=O)CN2C(=O)NC(C)(c3ccc4c(c3)OCCO4)C2=O)c(=O)n(-c2ccccc2)n1C (stereo unspecified)
  4	0	-0.00089	-5	-8	8	-16	0.8	11
CCCOc1ccc(C(C(=O)OCCN(CC)CC)c2ccccc2)cc1 (stereo unspecified)
  5	10	x	-10	11	4	-17[20 µM]	-0.9	0
O=C(O)CCCNC1=NCCC1
  6	6	0.4	15	-1	5	-17	0.8	-3
CC1(C)CC(=O)C2=C(C1)N1C(=C(C#N)C2c2ccc(Cl)cc2)N=C(N)c2ccccc21 (stereo unspecified)
  5	10	-0.68	-7	-60	-1	-9	-0.3	x
COc1cc(Cl)ccc1NC(=O)COc1ccccc1C(=O)NN
  -7	-1	-0.35	-6	-23	-5	-19	-0.7	-2
CCc1ccc(-c2nn(Cc3ccccc3)cc2/C=C/C(=O)O)cc1
  -1	4	x	-15	-22	-3	-15[20 µM]	0.3	10
COc1ccc(Nc2nc(Nc3ccc(OC)cc3)nc(-n3[nH]c(=O)c(C)c3C)n2)cc1
  12	22	x	-218	-116	13	-20	-1.1	1
O=C(C1CCCO1)N1CCN(C(=S)Nc2ccccc2F)CC1 (stereo unspecified)
  5	8	0.054	-28	-4	-3	-32	0.1	x
CCCc1cc(=O)n2[nH]c(C(F)(F)F)nc2n1
  -4	6	x	0	-15	-15	-24	0.5	16
CC1=Nn2c(nnc2-c2ccccn2)SC1
  2	11	-0.96	-2	-14	-1	-35[20 µM]	-0.7	3
O=C(Nc1ccc2c(c1)OCCO2)C1CCN(C(=O)c2ccccc2)CC1
  -6	6	0.014	20	13	-5	-16[20 µM]	0.6	2
Cc1cc(=O)oc2c(CN3CCCCC3)c(O)c(Cl)cc12
  -28	-45	-0.96	-20	i	-28	-172[20 µM]	-0.8	-3
